FUS suppressor – suppressors of FUS proteinopathy in yeast; S. cerevisiae FUS-expressing, growth rescue, OD600, 24 h; hit rate 0.24% among 390,000; Potency, µM (highest dose often 76.6 µM), inactives show top-dose growth rescue (activation), actives largely listed as activators; AID 1347120;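 further: potency means the concentration at half of the fitted maximal effect; plate controls were DMSO vehicle for no effect and reference control for full effect; nearly all actives have a fitted effect of over 55% in size; some results filed as inactive show a strong effect at the top dose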
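Galactose (2%) drives FUS expression in yeast precultured in raffinose; seeding density OD 0.005. Test compounds incubated 24hr at 30C and 99% humidity before absorbance at 600 nm was measured.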
PTHR1 ag – PTHR1 (human) receptor agonism. AID 743266. HEK293 GP2 PTHR1 cells, GloSensor cAMP luminescence, 1 h. Potency, µM (top dose mostly 115 µM), for inactives: at the highest dose activation, most hits filed as activators. hit rate 0.075% among 410,000. Q03431; further: potency means the concentration at half of the fitted maximal effect; nearly all actives have a fitted effect of over 55% in size; some results filed as inactive show a strong effect at the top dose; inactives centre near -15; many of its hits are not listed in these tables
Target sequence (Q03431 whole entry, looked up): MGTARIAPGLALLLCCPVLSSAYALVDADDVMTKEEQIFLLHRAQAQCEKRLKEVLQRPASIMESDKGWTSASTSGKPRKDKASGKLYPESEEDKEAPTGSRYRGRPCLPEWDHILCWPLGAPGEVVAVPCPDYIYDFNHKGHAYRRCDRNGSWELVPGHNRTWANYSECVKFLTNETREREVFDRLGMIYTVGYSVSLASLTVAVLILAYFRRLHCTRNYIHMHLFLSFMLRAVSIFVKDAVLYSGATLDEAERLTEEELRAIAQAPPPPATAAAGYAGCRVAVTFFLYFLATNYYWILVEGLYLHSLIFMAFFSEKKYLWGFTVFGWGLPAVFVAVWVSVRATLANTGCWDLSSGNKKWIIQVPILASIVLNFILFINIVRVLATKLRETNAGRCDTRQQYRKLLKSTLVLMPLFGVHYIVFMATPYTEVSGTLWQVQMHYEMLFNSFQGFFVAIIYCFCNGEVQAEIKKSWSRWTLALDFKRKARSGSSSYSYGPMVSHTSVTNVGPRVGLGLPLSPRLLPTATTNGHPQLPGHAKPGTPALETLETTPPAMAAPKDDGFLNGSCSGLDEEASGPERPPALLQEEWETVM
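HEK-293-derived GP2 cells expressing PTHR1 and a GloSensor cAMP reporter, 3,000/well, plated overnight, given luciferin plus IBMX (each 0.5 mM as added) for 1 h at 37 °C, then compound for 1 h at 37 °C. Luminescence was read after 15 min at room temperature.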
TDP43 rescue – TDP-43 toxicity inhibition in yeast. AID 652104. Potency, µM (highest dose often 46.1 µM), for inactives: top-dose growth rescue (activation), hits mostly activators. hit rate 1.8% among 410,000. TDP-43 expressing yeast growth rescue, BacTiter-Glo, 24 h; further: potency means the concentration at half of the fitted maximal effect; % of control where 0% means no effect; nearly all actives have a fitted effect of over 50% in size
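Yeast cells expressing TDP-43 under galactose induction are exposed to compounds for 24 hr at 30 deg C. BacTiter-Glo luminescence measures growth, so protective compounds score as activators.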
Abeta rescue – compounds reversing amyloid beta toxicity in yeast; yeast expressing A-beta42, growth rescue, OD600, 48 h; response scale: 0% DMSO, 100% iron-clioquinol control; Potency, µM (top dose mostly 46.1 µM), without a hit: top-dose growth rescue, most hits filed as activators; hit rate 0.063% among 410,000; AID 1347071; further: potency means the concentration at half of the fitted maximal effect; nearly all actives have a fitted effect of over 55% in size
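Growth rescue measured by 600 nm absorbance after 48 h yeast culture at 30 C with compound. Values normalized between DMSO and an equimolar ferric chloride plus clioquinol control.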
aSyn rescue – alpha-synuclein toxicity inhibition in yeast; Yeast expressing alpha-synuclein, growth rescue, BacTiter-Glo, 24 h; Potency, µM (highest dose often 46.1 µM), for inactives: at the highest dose growth rescue (activation), hits mostly activators; hit rate 0.14% among 370,000; further: potency means the concentration at half of the fitted maximal effect; % of control where 0% means no effect; nearly all actives have a fitted effect of over 65% in size
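Rescue of yeast growth: cells expressing toxic alpha-synuclein, induced in galactose at OD600 0.02, incubated with compound 24 h at 30 C. ATP luminescence quantified growth; inhibitors of toxicity appear as activators.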
GLP1R inv ag – inverse agonists of human GLP-1 receptor; Potency, µM (series often up to 38.3 µM), for inactives: at the highest dose activity change, negative = inhibition, most hits filed as inhibitors; HEK293 GLP-1R CRE-luciferase, luminescence, 24 h; GLP-1R form is constitutively active; hit rate 1.6% among 410,000; AID 624417; further: potency means the concentration at half of the fitted maximal effect; on the % scale 0 is the no-effect control and ±100 the full control effect; nearly all actives have a fitted effect of over 55% in size
Target sequence (P43220 whole entry, looked up): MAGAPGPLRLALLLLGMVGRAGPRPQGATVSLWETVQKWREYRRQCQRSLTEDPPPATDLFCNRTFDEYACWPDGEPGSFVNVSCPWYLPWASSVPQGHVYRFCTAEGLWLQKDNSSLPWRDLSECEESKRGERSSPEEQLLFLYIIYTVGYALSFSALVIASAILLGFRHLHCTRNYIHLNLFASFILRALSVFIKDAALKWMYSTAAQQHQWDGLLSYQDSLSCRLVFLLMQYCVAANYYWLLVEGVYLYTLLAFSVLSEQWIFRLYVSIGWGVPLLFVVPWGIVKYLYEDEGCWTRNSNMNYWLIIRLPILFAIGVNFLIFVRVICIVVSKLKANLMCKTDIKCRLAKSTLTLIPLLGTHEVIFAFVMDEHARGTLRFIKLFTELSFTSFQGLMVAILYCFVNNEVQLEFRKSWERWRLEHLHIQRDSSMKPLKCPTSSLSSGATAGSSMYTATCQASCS
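Inverse agonists were sought by their lowering of basal cAMP reporter luciferase output in HEK293 cells stably carrying constitutively active human GLP-1R, after 24 h compound treatment.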
pAkt inh – inhibitors of Akt phosphorylation; Neuro2A IGF-stimulated pAkt S473 HTRF, 20 min; active compounds read low; activity change, % for hits at 50 µM; hit rate 0.32% among 360,000; in the data active means activity change below about -80%; inconclusive means mostly about -51% to -80%; further: on the % scale 0 is the no-effect control and ±100 the full control effect
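Neuro2A cells (4,500/well, DMEM with 0.5% FBS) were treated with compound at a single 50 µM final concentration, stimulated with 6 nM IGF for 20 min at 37 °C, and lysed. Phospho-Akt Ser473 was read by HTRF as 665/615 ratio ×10^4.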
Mm-Cpn inhibitor – M. maripaludis TRiC chaperonin inhibition; purified Mm-Cpn ATPase, ADP Transcreener TR-FRET; Potency, µM (doses to about 76.9 µM), inactives show at the top dose activity, negative = inhibition, actives largely listed as inhibitors; hit rate 0.031% among 330,000; AID 504842; further: potency means the concentration at half of the fitted maximal effect; on the % scale 0 is the no-effect control and ±100 the full control effect; nearly all actives have a fitted effect of over 80% in size
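ATP (10 uM final) was added to archaeal chaperonin (25 nM final) after 10 min exposure to test compound at 37°C; after 30 min further incubation, ADP was detected by competitive TR-FRET.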
HEK293 tox – cytotoxicity counter-screen for GLP-1 receptor inverse agonists. HEK293 cAMP-luciferase reporter cells, luminescence, 24 h. Potency, µM (highest dose often 38.3 µM), for inactives: at the highest dose activity change, negative = inhibition, hits mostly inhibitors. hit rate 0.13% among 410,000. AID 624418;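 further: loss of luciferase light is scored as toxicity; potency means the concentration at half of the fitted maximal effect; on the % scale 0 is the no-effect control and ±100 the full control effect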
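MLSMR compounds, 24 hr on cells at 37 deg C/5% CO2; luminescence after luciferase reagent (12 min RT). Inhibition counted as the undesired cytotoxic outcome.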
Numbers without * were called inactive; i = inactive; u = inconclusive; x = not tested or not shown; [ ] = another dose, or the depositor's remark. Unless noted, the call rests on the fitted dose curve; in most records, active means well fitted curve in the direction sought with a large enough effect; inconclusive means small, poorly fitted or top-dose-only effect, or another doubt; inactive means no such curve, though single readings can be large; an effect the other way counts as inactive or inconclusive. This is a subset; the hit share may differ from the screen's.

SMILES	FUS suppressor	PTHR1 ag	TDP43 rescue	Abeta rescue	aSyn rescue	GLP1R inv ag	pAkt inh	Mm-Cpn inhibitor	HEK293 tox
CCCCN(C)C(=O)c1sc(=O)n(Cc2c(C)noc2C)c1C	-22%	-15%	7%	-10%	-3%	17%	i	x	13%
CN(CC(=O)Nc1ccccc1Br)CC(=O)NC(c1ccccc1)c1ccccc1	29%	-20%	-3%	13%	2%	u	i	-1%	-6%
CCCn1cnnc1CNC(=O)[C@H]1O[C@@H](n2ccc(=O)[nH]c2=O)[C@H](O)[C@@H]1O	-32%	-17%	-1%	-14%	-6%	22%	i	x	4%
O=C(CN1C2=NCCCN2c2ccccc21)c1ccc(Cl)cc1Cl	x	i	5%	20%	-10%	-28%	i	-1%	-28%
CCOc1ccccc1CNC(=O)c1ccc2c(c1)N(Cc1ccc(C)cc1)CCS2	24%	i	-4%	-1%	x	u	x	x	9%
Cc1ccc2oc(-c3ccc(C)c(NC(=O)/C=C/c4ccc(Cl)cc4)c3)nc2c1	-10%	-61%[inhibitor]	-1%	-16%	-3%	13%	x	x	6%
COc1cc(/C=N/n2nnnc2Nc2ccccc2)cc(OC)c1OC	x	-26%	26%	-30%[inhibitor]	-14%	-24%	i	2%	-1%
COc1cccc(-c2nc(SCc3ccc(C)cc3)n3[nH]c(=O)cc3n2)c1	4%	i	-1%	-11%	x	21%	x	x	5%
O=C1NCCN/C1=C\C(=O)c1ccc(Br)cc1	-1%	-34%[inhibitor]	8%	-6%	-23%	1%	i	0%	-10%
Cc1ccc(C(=O)c2cn(CC(=O)Nc3ccc(C(C)C)cc3)c3nc(C)ccc3c2=O)cc1	-22%	i	14%	-2%	x	5%	x	x	0%
COc1cccc2c(=O)n(CC(=O)N3CCCc4ccccc43)ccc12	3%	i	8%	0%	6%	-17%	i	-2%	-26%
CSc1nn(-c2ccc(C(=O)OC(C(=O)NC(N)=O)C(C)C)cc2)c(=S)s1 (stereo not drawn)	10%	-13%	-7%	7%	1%	-4%	i	2%	1%
CCOc1ccc(CNC(=O)C2CCN(c3nnc(-n4cccc4CNc4ccc(C)cc4)s3)CC2)cc1OC	-8%	i	10%	-3%	x	-8%	x	x	-9%
COCCNC(=O)C(c1ccc(C)cc1)N(C(=O)C(=O)NC1CCCC1)c1ccc2c(c1)OCCO2 (stereo not drawn)	2%	-13%	2%	3%	1%	10%	i	-1%	4%
Cc1ccc(S(=O)(=O)NC(C)(C)CSc2nnc(N)s2)cc1	-3%	i	-9%	-5%	-11%	-26%	i	1%	5%
CCc1nnc(NC(=O)c2ccco2)s1	-20%	i	5%	-4%	-11%	16%	i	x	1%
CCOCc1cc(CN2CCCC(CNC(=O)c3ccco3)C2)ccc1OC (stereo not drawn)	13%	-23%	-11%	-7%	-1%	3%	i	-1%	-11%
Cc1ccc(Nc2nc(-c3ccc(O)c(O)c3)cs2)nc1	u	-1%	0%	11%	-9%	u	i	-10%	u
Cc1c(NC(=O)c2cccs2)c(=O)n(-c2ccccc2)n1C	-10%	-22%	21%	-12%	0%	27%	i	-1%	1%
N#C/C(=C\c1cccnc1)C(=O)NC1CCCCC1	2%	-35%[inhibitor]	15%	25%	0%	-15%	i	3%	-1%[1.53 µM]
Cn1c(SCC(N)=O)nnc1-c1ccc(C(C)(C)C)cc1	-50%	-90%[inhibitor]	11%	-2%	-4%	6%	i	-1%	-1%
O=C1C=C(O)CC(c2ccc(Cl)cc2)C1 (stereo not drawn)	26%	i	8%	9%	13%	-22%	i	1%	0%
Cc1ccc(C(=O)Nc2cccc(C(F)(F)F)c2)cc1NC(=O)c1[nH]cnc1C(N)=O	-8%	i	8%	-1%	1%	9%	i	0%	2%
COc1ccccc1S(=O)(=O)N1CCC(C(=O)O)(c2ccccc2)CC1	21%	10%	-34%[inhibitor]	-13%	0%	2%	i	-4%	-9%
CCN(CC)C(=O)c1cccc(-c2csc(C(O)c3ccccc3)n2)c1 (stereo not drawn)	3%	-53%[inhibitor]	24%	0%	-8%	-6%	i	x	-5%
CCOC(=O)C1(CCc2ccccc2)CCN(C(=O)C2CCOCC2)CC1	16%	-5%	-14%	23%	13%	-3%	i	0%	6%
Cc1cccc2cc(C#N)c(SCC#N)nc12	-30%	i	-5%	-18%	1%	41%[activator]	i	-16%	36%[activator]
COCCn1c(SCc2ccc(F)cc2)nc2ccccc2c1=O	13%	-2%	18µM*	-8%	9%	u	i	-4%	0%
COc1cc(O)c(CCO)c2c1C(=O)C[C@@H](C)O2	-12%	-25%	6%	3%	0%	7%	i	x	17%
CCC(C)(C#CCN1CCCCC1)OC(C)=O (stereo not drawn)	-6%	-2%	-20%	7%	1%	10%	i	-1%	3%

Of the compounds above, these contain a furan ring, fused or not:
SMILES	FUS suppressor	PTHR1 ag	TDP43 rescue	Abeta rescue	aSyn rescue	GLP1R inv ag	pAkt inh	Mm-Cpn inhibitor	HEK293 tox
CCc1nnc(NC(=O)c2ccco2)s1	-20%	i	5%	-4%	-11%	16%	i	x	1%
CCOCc1cc(CN2CCCC(CNC(=O)c3ccco3)C2)ccc1OC (stereo not drawn)	13%	-23%	-11%	-7%	-1%	3%	i	-1%	-11%

Back to the main list, starting 3 compounds before the break.
SMILES	FUS suppressor	PTHR1 ag	TDP43 rescue	Abeta rescue	aSyn rescue	GLP1R inv ag	pAkt inh	Mm-Cpn inhibitor	HEK293 tox
COCCn1c(SCc2ccc(F)cc2)nc2ccccc2c1=O	13%	-2%	18µM*	-8%	9%	u	i	-4%	0%
COc1cc(O)c(CCO)c2c1C(=O)C[C@@H](C)O2	-12%	-25%	6%	3%	0%	7%	i	x	17%
CCC(C)(C#CCN1CCCCC1)OC(C)=O (stereo not drawn)	-6%	-2%	-20%	7%	1%	10%	i	-1%	3%
Cc1ccc(C(=O)Cn2cncn2)cc1	5%	i	11%	11%	0%	4%	i	-1%	4%
Cc1ccc(C)c(N2C(=O)c3ccc(C(=O)Nc4ccccn4)cc3C2=O)c1	-15%	-35%[inhibitor]	1%	-1%	1%	10%	i	x	10%
CCC(C(=O)NC(C)(C)C)n1c(-c2ccc3c(c2)OCO3)nc2ccccc21 (stereo not drawn)	7%	i	9%	9%	6%	-5%	i	x	1%
Cc1cc(N/N=C/c2ccc(N(C)C)cc2)nc(NCc2ccccc2)n1	-11%	-45%[inhibitor]	16%	-30%	0%	-1%	i	0%	7%
COc1ccc(/C(C)=N/Nc2nncc3ccccc23)cc1	2%	-25%	20%	-18%	-6%	59%[activator]	i	0%	-1%
COc1ccc(C(=O)Nc2ccc(S(=O)(=O)NC(C)=O)cc2)cc1	-8%	i	-14%	13%	2%	-5%	i	1%	2%
O=C(CN(Cc1ccccc1F)S(=O)(=O)c1ccc(Cl)cc1)NCCC1=CCCCC1	15%	i	-16%	26%	1%	-6%	i	-2%	13%
Cc1ccc(C(=O)NCCNC(=O)c2ccccn2)cc1	15%	i	-11%	-1%	0%	1%	i	-3%	3%
CCc1nc(N2CCCCC2)c2oc3ccccc3c2n1	26%	-13%[57.5 µM]	0%	-28%	-1%	-7%	x	x	-17%
O=C(COC(=O)Cn1[nH]c(=O)c2ccccc2c1=O)Nc1ccc2c(c1)OCO2	15%	-1%[57.5 µM]	-17%	19%	3%	0%	i	1%	-17%
Cc1ccc2c(c1)C(=O)N1[C@H]3c4cc(Br)ccc4OC[C@@H]3[C@H](c3ccccc3)[C@]1(C)C(=O)N2	4%	i	8%	21%	4%	5%	i	0%	-49%
COc1ccc(NC(=O)C2C3C=CC4(O3)C2C(=O)N(CCN2CCCCC2C)C4C(=O)NC2CCCCC2)cc1 (stereo not drawn)	1%	i	23%	-9%	5%	-16%	i	3%	u
Cc1cc(NC(=O)CN2C(=O)c3cccnc3Sc3ccccc32)ccc1Br	11%	-2%	9%	-3%	x	-3%	x	x	5%
CCCc1nc2ccccc2c(C(=O)OCc2nnc(-c3cc(OC)c(OC)c(OC)c3)o2)c1CC	u	i	u	-12%	5%	u	i	-7%	-23%
Cc1cc(NC(=O)c2ccc([N+](=O)[O-])cc2)n(C)n1	6%	i	-7%	u	-2%	11%	i	-3%	9%
O=C(NC1=NC2CCCCC2N1)c1ccccc1 (stereo not drawn)	-13%	-16%	-1%	-24%	-3%	-13%	i	1%	-7%
C=CCNC(=O)Cn1nc(-c2ccccc2)ccc1=O	1%	i	-12%	2%	8%	0%	i	1%	-15%
Cc1ccc(S(=O)(=O)CC(C)N2CCOCC2)c(S(=O)(=O)CC(C)N2CCOCC2)c1 (stereo not drawn)	11%	-9%[57.5 µM]	-4%	9%	3%	-3%	i	-2%	5%
CN(C)c1ccc(CNC(=O)C2CCN(Cc3cc4ccccc4n3Cc3ccccc3)CC2)cc1	9%	-14%	2%[9.22 µM]	9%	x	u	x	x	2%
COc1ccc(CC(=O)NCC2(c3ccc(OC)c(OC)c3)CCOCC2)cc1	4%	i	1%	13%	7%	0%	i	1%	-3%
CC1CCCN(Cc2nc(Cc3ccccc3Cl)no2)C1 (stereo not drawn)	1%	-51%[inhibitor]	-1%	-4%	11%	10µM*	i	-1%	1%
CO[C@@H]1[C@@H](OC(N)=O)[C@@H](O)C(Oc2ccc3c(O)c(NC(=O)c4ccc(O)c(CC=C(C)C)c4)c(=O)oc3c2C)OC1(C)C (stereo partly drawn)	17%	-32%[inhibitor]	18%	9%	3%	5%	i	1%	-1%
COc1ccc(C(NC(=O)C2CCN(CCOc3ccc(Cl)cc3Cl)CC2)c2cccs2)cc1 (stereo not drawn)	12%	-39%[inhibitor]	1%	5%	-39%[inhibitor]	3%	i	x	2%
